SENP7 inh = blocks the human protease SENP7; 1.5% of 330,000 active; AID 434973; inhibition, % at 5 µM; recombinant SENP7, Z-RLRGG-aminoluciferin luminescence, 40 min; Q9BQF6;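 active = inhibition above about 50% at the single test dose, limit read from the data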;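 note: plate controls were DMSO with enzyme for no effect and no enzyme buffer wells for full effect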
PfG6PD inh = PfG6PD (Plasmodium falciparum) enzyme inhibition; PfGluPho enzyme, NADPH resazurin-diaphorase fluorescence; inhibition, % at 20 µM; 0.78% of 350,000 active; AID 504690;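 active = inhibition reaching at least a set limit at 20 µM in the primary screen, cut at about 59% in these data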;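 note: 0% = DMSO wells with substrate and 100% = DMSO wells lacking glucose-6-phosphate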
SENP1 inh = blocks the human SENP1 SUMO protease catalytic domain. Q9P0U3. recombinant SENP1 catalytic domain, CyPet-SUMO1-YPet FRET cleavage. inhibition, % at 10 µM. 0.21% of 360,000 active;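 active = inhibition at least 30% at 10 µM, raw YFP signal under a set limit, fluorescence ratio 0.5 to 1.5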;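 note: 0% = enzyme with DMSO and 100% = no enzyme wells; some results filed as inactive read as strong as hits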
Target sequence (Q9P0U3 419-644 limits assumed): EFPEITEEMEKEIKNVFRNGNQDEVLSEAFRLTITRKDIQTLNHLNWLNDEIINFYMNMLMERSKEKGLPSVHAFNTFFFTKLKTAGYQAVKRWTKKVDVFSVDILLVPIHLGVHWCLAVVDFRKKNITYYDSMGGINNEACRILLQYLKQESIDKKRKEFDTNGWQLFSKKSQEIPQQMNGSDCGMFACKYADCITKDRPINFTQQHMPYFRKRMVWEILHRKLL
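Material: hSENP1 catalytic domain, recombinant; medium: Tris pH 8 with BME, BSA, NP40 and catalase; compound: single concentration of 10 µM compound, 0.5% DMSO final; technique: FRET read of cyan and yellow fluorescence; timing: 50 min enzyme reaction, room temperature, light-protected; reagent: SFCypet-SUMO1-SFYpet substrate at 25 nM; control set: no-enzyme low, enzyme-DMSO high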
Apaf1 inhib = blocks human Apaf-1 apoptosome activity. 0.71% of 330,000 active. reconstituted apoptosome caspase-3 activity, DEVD-Rh110 fluorescence. O14727. AID 489030. inhibition, % at 20 µM; active = inhibition of at least 40% at 20 µM;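 note: plate controls were DMSO wells for no effect and DEVD-CHO caspase inhibitor wells for full effect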
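System: reconstituted apoptosome with Apaf-1, cytochrome c, caspase-9, procaspase-3, dATP; Signal: Rh110 fluorescence intensity; Schedule: 30 min compound preincubation, 50 min activation, room temperature; Reagent: cytochrome c trigger plus (Z-DEVD)2-Rh110 caspase-3 substrate.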
SENP6 block = SENP6 protease inhibition | Q9GZR1 | inhibition, % at 10 µM | Recombinant SENP6 catalytic domain, aminoluciferin luminescence | AID 2599 | 1.8% of 330,000 active;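 active = inhibition above about 50% at the single tested dose, limit read from the data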;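 note: plate controls were DMSO wells with enzyme for no effect and DMSO wells lacking enzyme for full effect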
SENP8 block-1 = SENP8 protease inhibition; purified SENP8, Z-RLRGG-aminoluciferin cleavage, luminescence; inhibition, % at 10 µM; 1.2% of 330,000 active; AID 2540; in the data active = inhibition above about 50%
Target sequence (Q96LD8 whole entry, looked up): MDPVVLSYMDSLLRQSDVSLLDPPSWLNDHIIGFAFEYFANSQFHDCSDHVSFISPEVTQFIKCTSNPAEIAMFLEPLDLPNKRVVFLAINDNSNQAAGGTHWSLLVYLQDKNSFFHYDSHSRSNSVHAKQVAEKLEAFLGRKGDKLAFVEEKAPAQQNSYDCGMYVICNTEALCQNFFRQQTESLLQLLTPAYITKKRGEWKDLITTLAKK
NALP3 yeast inh = inhibitors of NALP3 inflammasome in yeast. Yeast reconstituted NLRP3/ASC/caspase-1, beta-gal luminescence, 24 h. inhibition, % at 10 µM. 0.39% of 330,000 active;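 active = inhibition of 50% or more; inactive = inhibition below 50%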;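 note: plate controls were induced DMSO wells for no effect and uninduced yeast grown without galactose for full effect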
HKDC1 inhibitor = blocks human hexokinase HKDC1 activity; Q2TB90; recombinant HKDC1, G6PDH/diaphorase resazurin coupled fluorescence; inhibition, % at 20 µM; 0.16% of 340,000 active; AID 493160;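 active = inhibition above about 35% when tested at 20 µM, limit read from the data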;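 note: plate controls were DMSO wells with enzyme for no effect and DMSO wells lacking enzyme for full effect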
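Test system: HK5 enzyme. Quantity: 5 µg/mL HK5 final. Reagent: glucose and ATP substrates. Schedule: 90 min reaction incubation at room temperature, dark. Technique: resazurin-to-resorufin fluorescence via G6PDH and diaphorase coupling, 525/613 nm. Control set: DMSO wells with and without enzyme mix.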
SENP8 block-2 = SENP8 (human) protease inhibition. recombinant SENP8, Nedd8 substrate fluorescence. Q96LD8. AID 602440. 0.64% of 360,000 active. inhibition, % at 20 µM; in the data active = inhibition mostly above about 40%, no sharp cut-off; inactive = mostly below about 27%
The depositor's hits bear a star; i = inactive; x = not tested or not shown.

SMILES	SENP7 inh	PfG6PD inh	SENP1 inh	Apaf1 inhib	SENP6 block	SENP8 block-1	NALP3 yeast inh	HKDC1 inhibitor	SENP8 block-2
Cc1ccc(-n2c(SCC(=O)N3CCOCC3)nnc2-c2ccncc2)cc1	-10	-7	2	10	-46	-11	-3	-1	10
Cc1ccccc1NC(=O)N1c2ccccc2CC1C (stereo unspecified)	2	-2	-2	17	-1	-3	16	9	2
COc1cccc(N2C(=O)CC(N3CCc4ccccc43)C2=O)c1 (stereo unspecified)	-2	-15	0	1	1	-1	9	-4	14
O=S(=O)(c1ccc(N2CCCCCC2)nc1)N1CCCC1	-8	15	1	1	-2	0	17	-7	-17
Cc1ccc(NC(=S)N=Nc2c(O)n(C)c3ccc(S(=O)(=O)N4CCOCC4)cc23)cc1	x	-14	6	x	x	x	x	7	30*
COc1ccc(C(=O)c2ccc(OC)c3cccc(O)c23)cc1OC	5	17	2	14	11	6	24	10	28
CNC(=O)n1cc(C)c(-c2cccs2)n1	6	9	-1	-20	-54	-1	23	-5	-3
CCCCN(C(=O)c1ccccc1OCc1ccc(F)cc1)c1c(N)n(CC(C)C)c(=O)[nH]c1=O	-12	-5	2	18	-2	-1	15	-3	4
CCOC(=O)c1sc2ncnc(N3CCN(CC)CC3)c2c1C	1	-11	1	-8	-10	4	30	16	-69
COc1ccccc1Nc1nn2c(=O)c3ccc(C(=O)N4CCCCC4)cc3nc2s1	-1	-7	2	16	-7	7	13	11	-181
CC(C)C(NC(=O)OCc1ccccc1)C(=O)NCC(=O)OC(C)(C)C (stereo unspecified)	-8	4	1	-2	-10	-10	11	4	26
O=C(NCc1ccco1)C1CCCN(S(=O)(=O)c2cnc[nH]2)C1 (stereo unspecified)	-3	-13	0	-8	1	1	-1	0	1
CC1C(=O)NN=C1C(=O)N/N=C\C(Br)=C\c1ccccc1 (stereo unspecified)	14	-9	1	15	5	20	1	-5	18
COCc1nc(-c2ccc(-c3ccc(OC)cc3)nc2OC)no1	5	15	-132	7	3	-1	19	-4	-376
CC(=O)Nc1ccc2nc(-c3ccccn3)[nH]c2c1	10	-9	1	3	5	-3	8	2	i
O=c1ccn(Cc2ccccc2)c2ccccc12	8	13	0	-2	-3	5	8	-3	4
Cc1c(C(=O)N(C)CC(=O)Nc2cccc(F)c2)oc2c(Cl)cccc12	1	24	1	17	-7	-6	20	-2	6
Cc1ccccc1C(=O)Nc1cccc(C(=O)N/N=C/c2ccccn2)c1	1	17	-8	2	-11	0	7	4	17
CCOC(=O)C1CCN(S(=O)(=O)c2ccc(Cl)cc2)CC1	4	-19	2	4	-11	-3	39	0	7
Cn1nc(C(=O)Nc2ccc3c(c2)OCCO3)cc1C(=O)O	66*	6	2	0	56*	40	15	-12	6
Cc1cccc(Cl)c1OCCN1CCCC1	4	-7	-1	-5	5	-3	-4	-3	8
Cc1cccc(Nc2nc(N)c(C#N)c(CC#N)c2C#N)c1	12	3	1	-5	16	11	14	3	-126
CCCC1=Nc2cc(C(=O)NCCN3CCOCC3)ccc2Sc2ccc(C)cc21	9	26	1	11	-2	3	6	-2	6
COc1ccccc1N1CCN(S(=O)(=O)CCNC(=O)c2cccc(F)c2)CC1	8	12	1	2	-13	-13	12	-3	13

13 compounds out of the list, arranged by count of non-hydrogen atoms, lowest first:
SMILES	SENP7 inh	PfG6PD inh	SENP1 inh	Apaf1 inhib	SENP6 block	SENP8 block-1	NALP3 yeast inh	HKDC1 inhibitor	SENP8 block-2
Cc1cccc(Cl)c1OCCN1CCCC1	4	-7	-1	-5	5	-3	-4	-3	8
O=c1ccn(Cc2ccccc2)c2ccccc12	8	13	0	-2	-3	5	8	-3	4
CC(=O)Nc1ccc2nc(-c3ccccn3)[nH]c2c1	10	-9	1	3	5	-3	8	2	i
CC1C(=O)NN=C1C(=O)N/N=C\C(Br)=C\c1ccccc1 (stereo unspecified)	14	-9	1	15	5	20	1	-5	18
Cn1nc(C(=O)Nc2ccc3c(c2)OCCO3)cc1C(=O)O	66*	6	2	0	56*	40	15	-12	6
O=C(NCc1ccco1)C1CCCN(S(=O)(=O)c2cnc[nH]2)C1 (stereo unspecified)	-3	-13	0	-8	1	1	-1	0	1
COCc1nc(-c2ccc(-c3ccc(OC)cc3)nc2OC)no1	5	15	-132	7	3	-1	19	-4	-376
Cc1c(C(=O)N(C)CC(=O)Nc2cccc(F)c2)oc2c(Cl)cccc12	1	24	1	17	-7	-6	20	-2	6
Cc1ccccc1C(=O)Nc1cccc(C(=O)N/N=C/c2ccccn2)c1	1	17	-8	2	-11	0	7	4	17
COc1ccccc1N1CCN(S(=O)(=O)CCNC(=O)c2cccc(F)c2)CC1	8	12	1	2	-13	-13	12	-3	13
CCCC1=Nc2cc(C(=O)NCCN3CCOCC3)ccc2Sc2ccc(C)cc21	9	26	1	11	-2	3	6	-2	6
COc1ccccc1Nc1nn2c(=O)c3ccc(C(=O)N4CCCCC4)cc3nc2s1	-1	-7	2	16	-7	7	13	11	-181
CCCCN(C(=O)c1ccccc1OCc1ccc(F)cc1)c1c(N)n(CC(C)C)c(=O)[nH]c1=O	-12	-5	2	18	-2	-1	15	-3	4

Following part
SMILES	SENP7 inh	PfG6PD inh	SENP1 inh	Apaf1 inhib	SENP6 block	SENP8 block-1	NALP3 yeast inh	HKDC1 inhibitor	SENP8 block-2
O=C(NC(=O)c1ccccc1O)c1ccc2c(c1)CCO2	42	7	-1	-2	65*	51*	-8	-3	-33
COc1cc(/C=C(\C#N)C(=O)NCC2CCCO2)ccc1O (stereo unspecified)	-2	5	-94	-7	-24	-7	0	1	-16
CN(C)c1ccc(C2C3C(=O)NC(=O)C3ON2c2ccc(Cl)cc2)cc1 (stereo unspecified)	-9	-13	-5	15	-17	-6	7	1	11
O=C(CCS(=O)(=O)c1cccc2nonc12)N1CCOCC1	-12	0	1	-2	-4	-6	4	-1	16
COc1ccc(CCNC(=O)c2cccc(NC(=O)CC3SC(N4CCCCC4)=NC3=O)c2)cc1OC (stereo unspecified)	-2	7	0	6	-7	1	-8	-3	-2

Screening results: PubChem BioAssay, Sanford-Burnham Center for Chemical Genomics
